Bioassay records deposited in PubChem by several laboratories.
rCAG binder = binds r(CAG) RNA repeats; r(CAG) RNA repeat, TO-PRO-1 dye displacement fluorescence; inhibition, % at 3 µM; hit rate 1.3% among 370,000; AID 651821;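 active = inhibition above the plate cutoff, the mean of all test compounds on that plate plus 3 SD, cut at about 35% in these data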;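 note: 0% = DMSO alone and 100% = 100 µM mitoxantrone as full dye displacement; higher means more dye released from RNA so lower well fluorescence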
ARFGAP1 inh = inhibitors of rat ARFGAP1; Q62848; Arfgap1-stimulated ARF1 GTP hydrolysis, GDP FP detection; inhibition, % at 16.5 µM; hit rate 0.26% among 360,000; AID 651572;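 active = inhibition above a per-plate limit, mean inhibition of low control wells plus 3 SD, cut at about 25% in these data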;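 note: 0% = DMSO wells with enzyme and 100% = wells lacking Arfgap1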
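Material – truncated rat Arfgap1 GAP domain · Buffer or medium – HEPES-based buffer, pH 7.5 · Reagent – human ARF1(Δ1-17)-GTP substrate · Dosing – 16.5 µM single point, 1.26% DMSO · Schedule – GTP hydrolysis reaction 2 h at 25 °C · Technique – GDP detection by fluorescence polarization · Benchmarks – No-Arfgap1 wells (100%) versus DMSO full-reaction wells (0%) · Repeats – single replicate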
GC-A act = GC-A (human) enzyme activation; P16066; HEK293 GC-A cells, cGMP TR-FRET, EC30 ANP; 0% at EC30 ANP, 100% saturating ANP; activation, % at 10 µM; hit rate 0.14% among 370,000; AID 1671463; in the data active = activation above about 40%
ADAM10 inh = ADAM10 inhibition, QFRET primary screen; O14672; recombinant ADAM10, EDANS/DABCYL FRET peptide cleavage, 3 h; inhibition, % at 7 µM; hit rate 0.62% among 370,000;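 active = inhibition above a per-campaign cutoff equal to the mean of compounds falling between control-based bounds plus 3 SD, cut at about 20% in these data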;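 note: 0% = DMSO wells while the 100% control is not disclosed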
Target sequence (O14672 214-748 limits assumed): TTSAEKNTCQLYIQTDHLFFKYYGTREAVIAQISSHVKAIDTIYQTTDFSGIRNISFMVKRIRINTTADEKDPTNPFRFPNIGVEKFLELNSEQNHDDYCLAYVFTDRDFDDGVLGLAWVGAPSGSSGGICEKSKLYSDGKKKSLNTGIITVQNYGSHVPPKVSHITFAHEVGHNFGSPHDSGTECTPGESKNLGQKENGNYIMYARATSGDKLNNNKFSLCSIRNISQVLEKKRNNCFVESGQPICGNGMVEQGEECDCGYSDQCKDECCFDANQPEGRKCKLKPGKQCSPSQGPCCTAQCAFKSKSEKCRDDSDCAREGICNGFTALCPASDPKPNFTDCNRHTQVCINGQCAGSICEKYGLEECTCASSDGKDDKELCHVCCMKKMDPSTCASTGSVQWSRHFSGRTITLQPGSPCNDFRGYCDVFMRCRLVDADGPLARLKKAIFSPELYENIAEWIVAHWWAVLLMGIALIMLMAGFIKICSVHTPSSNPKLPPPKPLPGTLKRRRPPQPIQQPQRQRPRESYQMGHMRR
HGIII-sPLA2 inh = Inhibits HGIII-sPLA2 liposome hydrolysis, primary screen. hit rate 0.56% among 370,000. QFRET BODIPY PC-A2 liposome hydrolysis, fluorescence. Q9NZ20. inhibition, % at 12.2 µM;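 active = inhibition above mean plus 3 SD of compounds lying within the high and low control bounds, cut at about 19% in these data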;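 note: 0% = median of test compound wells and 100% = no enzyme DMSO wells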
Target sequence (Q9NZ20 whole entry, looked up): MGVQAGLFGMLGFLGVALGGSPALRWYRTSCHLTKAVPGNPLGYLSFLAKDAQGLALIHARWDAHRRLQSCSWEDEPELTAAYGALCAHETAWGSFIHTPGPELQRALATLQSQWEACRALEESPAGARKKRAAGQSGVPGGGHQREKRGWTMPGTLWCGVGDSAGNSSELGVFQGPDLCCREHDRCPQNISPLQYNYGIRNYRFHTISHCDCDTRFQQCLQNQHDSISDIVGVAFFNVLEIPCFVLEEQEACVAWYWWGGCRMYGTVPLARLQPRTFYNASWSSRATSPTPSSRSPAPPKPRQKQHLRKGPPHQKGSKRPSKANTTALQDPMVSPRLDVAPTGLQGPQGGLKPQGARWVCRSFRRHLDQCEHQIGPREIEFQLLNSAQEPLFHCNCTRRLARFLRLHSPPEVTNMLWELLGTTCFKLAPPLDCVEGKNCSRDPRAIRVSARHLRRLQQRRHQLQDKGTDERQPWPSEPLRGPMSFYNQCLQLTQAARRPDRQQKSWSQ
NPR2 activator = GC-B (human) receptor activation; P20594; HEK293-GC-B cells, CNP EC30, cGMP TR-FRET; 0% at EC30 CNP, 100% saturating CNP; activation, % at 10 µM; hit rate 0.11% among 370,000; AID 1920062;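 active = activation at 10 µM reaching about 35% in either raw or pattern-adjusted values, limit read from the data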
ASAP1 GAP inh = ASAP1 ArfGAP inhibition; Q9ULH1; ASAP1-stimulated ARF1 GTP hydrolysis, GDP FP detection; inhibition, % at 16.5 µM; hit rate 0.19% among 360,000; AID 624377; in the data active = inhibition above about 25%;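 note: 0% = vehicle with enzyme and substrate and 100% = no enzyme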
proKLK7 act = activates the human kallikrein-7 zymogen; P49862; purified proKLK7, EDANS-DABCYL substrate fluorescence; 100% is mature enzyme control, 0% vehicle; activation, % at 7 µM; hit rate 0.9% among 370,000; AID 652039;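 active = activation above the mean of all tested compounds plus 3 SD, computed per campaign excluding outliers beyond control limits, cut at about 13% in these data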
DDE Tn6 FP inh = disrupts Tn6 cyclic peptide binding to fibrin D-Dimer-E complex. inhibition, % at 8.3 µM. Fibrin DD(E) TRITC-Tn6 fluorescence polarization displacement. hit rate 0.21% among 370,000. AID 720509. P02675;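 active = inhibition above a per-campaign cutoff: mean of compounds within control limits plus 3 SD, cut at about 15% in these data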;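 note: 0% = median of all compound wells on the plate and 100% = blocking peptide control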
GAA850 FXN act = increases GAA850 frataxin promoter reporter activity. hit rate 0.56% among 360,000. AID 540364. HEK293 lucGAA850 FXN promoter luciferase reporter, 24 h; percent of 10 µM SAHA response. activation, % at 6 µM;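 active = activation above the average of all compounds screened plus 3 SD, cutoff fixed separately per campaign, cut at about 7.5% in these data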;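 note: 0% = DMSO wells and 100% = 10 µM SAHA wells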
Starred values were filed as active, the others as inactive; nt = no result given. Random draw from the library; any-hit rate near 4.5%.

1: O=C1CS/C(=C\S(=O)(=O)c2ccc(Cl)cc2)N1
2: CC(C)c1ccc(/C=C2\SC(=S)N(CCC(=O)NCCCn3ccnc3)C2=O)cc1
3: O=C(CCN1C(=O)c2ccccc2C1=O)NC(=S)Nc1ccccc1Cl
4: CSc1ccccc1C(=O)Nc1cccc(N(C)S(C)(=O)=O)c1
5: CCC(C)N(CCNC(=O)c1ccc2c(c1)NC(=O)c1ccccc1S2)C1CCCCC1 (stereo not drawn)
6: CC(CCc1ccccc1)NC(=O)Cn1cccc1C(=O)c1ccccc1 (stereo not drawn)
Compound | 1 | 2 | 3 | 4 | 5 | 6
rCAG binder | 14 | 0 | 3 | -3 | -2 | -7
ARFGAP1 inh | -5 | 11 | 0 | 2 | 5 | -10
GC-A act | 0 | 0 | -2 | 2 | -8 | -15
ADAM10 inh | 10 | 1 | 8 | 7 | 1 | -12
HGIII-sPLA2 inh | -15 | -22 | 7 | 11 | -11 | -5
NPR2 activator | 1 | 1 | -1 | 1 | -5 | -6
ASAP1 GAP inh | -2 | 2 | -22 | 6 | 16 | -7
proKLK7 act | 0.0 | 0.7 | -0.1 | -0.7 | 0.2 | 0.0
DDE Tn6 FP inh | 2 | 2 | -2 | 0 | -10 | 7
GAA850 FXN act | -1.1 | -4.4 | -2.5 | -1.0 | 11* | -1.3

7: COc1ccc(C2c3[nH]c4ccccc4c3CCN2C(=O)c2cc3ncccn3n2)c(F)c1 (stereo not drawn)
8: Cc1cc(S(=O)(=O)N2CCN=C2c2ccccc2)c(Cl)cc1Cl
9: CC(/C=C/c1ccc2c(c1)OCO2)=N/NC(=O)c1ccncc1
10: CC(C)c1nc2c(s1)CCc1onc(-c3cccc([N+](=O)[O-])c3)c1-2
11: CCc1ccccc1Nc1nc2ccccc2[nH]1
12: CNC(=O)CC1C(=O)N(c2ccc(OC)cc2)C(=S)N1NC(=O)c1cccc(F)c1 (stereo not drawn)
Compound | 7 | 8 | 9 | 10 | 11 | 12
rCAG binder | 2 | 2 | -1 | 5 | -3 | -1
ARFGAP1 inh | -7 | 6 | -1 | 0 | 7 | 4
GC-A act | 38 | 2 | -9 | -3 | -8 | 4
ADAM10 inh | 7 | -1 | -12 | 7 | -7 | 3
HGIII-sPLA2 inh | -29 | -4 | -3 | 7 | 11 | -18
NPR2 activator | 37* | 5 | -3 | -9 | -5 | -3
ASAP1 GAP inh | -2 | 3 | 5 | 5 | 1 | 2
proKLK7 act | 0.9 | -0.5 | 1.5 | 0.9 | 0.2 | -0.2
DDE Tn6 FP inh | 1 | -1 | 4 | -1 | -5 | 10
GAA850 FXN act | 1.5 | 3.0 | 0.3 | 1.3 | -0.1 | 1.0

13: CCN(CC)CC(O)CNc1ccnc2c(Cl)ccc(Cl)c12 (stereo not drawn)
14: N/C(=N\OS(=O)(=O)c1ccccc1)c1ccccn1
15: COc1ccc(S(=O)(=O)N2CCCC2CNC(=O)C(=O)NC2CC2)cc1 (stereo not drawn)
16: COc1ccc(N=Nc2ccc(N)nc2N)cc1
17: CCCCCCCCN1C(=O)[C@H](CC(=O)NCCCOC)C[C@@]2(C(=O)OCC)CCCC=C12
18: COc1ccccc1OCCNC(=O)CCNC(=O)c1ccccc1Cl
Compound | 13 | 14 | 15 | 16 | 17 | 18
rCAG binder | 3 | 1 | 0 | 1 | 3 | -4
ARFGAP1 inh | 9 | 2 | 2 | 4 | -1 | 1
GC-A act | 9 | 1 | 0 | 2 | -1 | 2
ADAM10 inh | 0 | -38 | -15 | -22 | -7 | -1
HGIII-sPLA2 inh | 1 | 1 | 2 | 3 | 3 | 4
NPR2 activator | 0 | -4 | 3 | -5 | 0 | 3
ASAP1 GAP inh | -15 | -11 | -6 | -1 | 0 | 6
proKLK7 act | -0.2 | 2.9 | 0.4 | 1.1 | -0.7 | 0.6
DDE Tn6 FP inh | 1 | 1 | 0 | 9 | -12 | -8
GAA850 FXN act | 1.5 | 1.5 | 0.5 | 7.5 | nt | 1.5

The closing three records of the part before are carried over, then new ones follow.
16: COc1ccc(N=Nc2ccc(N)nc2N)cc1
17: CCCCCCCCN1C(=O)[C@H](CC(=O)NCCCOC)C[C@@]2(C(=O)OCC)CCCC=C12
18: COc1ccccc1OCCNC(=O)CCNC(=O)c1ccccc1Cl
19: CC(=O)c1sc(-c2ccccc2)cc1NS(=O)(=O)c1ccccc1
20: CCc1ccccc1NC(=O)CN1CCN(CC(=O)Nc2ccc(-c3ccccc3)cc2)CC1
21: CCN(CC)C(=O)C1=C(C)N(Cc2ccccc2)C(=O)C(CC(=O)NCCc2ccccn2)C1 (stereo not drawn)
22: CN(C)S(=O)(=O)c1ccc(Nc2nc(C3CC3)nc3c2nnn3Cc2ccccc2Cl)cc1
23: COc1ccc(N2CCN(Cc3nc4scc(-c5ccccc5)c4c(=O)[nH]3)CC2)cc1
24: CCc1ccc(C(=O)CN2CCSC2=N)cc1
Compound | 16 | 17 | 18 | 19 | 20 | 21 | 22 | 23 | 24
rCAG binder | 1 | 3 | -4 | 83* | 0 | 0 | 4 | 7 | -2
ARFGAP1 inh | 4 | -1 | 1 | -3 | -12 | -2 | -3 | 9 | 12
GC-A act | 2 | -1 | 2 | -6 | -5 | 3 | 0 | 1 | 1
ADAM10 inh | -22 | -7 | -1 | -10 | 9 | -4 | -8 | 0 | -14
HGIII-sPLA2 inh | 3 | 3 | 4 | 2 | 5 | -3 | 13 | 2 | 7
NPR2 activator | -5 | 0 | 3 | -19 | 1 | 4 | 5 | 1 | 4
ASAP1 GAP inh | -1 | 0 | 6 | -7 | 5 | -7 | -3 | 7 | -9
proKLK7 act | 1.1 | -0.7 | 0.6 | -0.6 | -0.3 | -0.2 | -0.8 | -2.0 | 0.1
DDE Tn6 FP inh | 9 | -12 | -8 | 3 | -9 | 6 | 4 | 6 | 1
GAA850 FXN act | 7.5 | nt | 1.5 | 0.2 | 1.7 | -0.7 | -5.4 | 1.5 | 1.8

Remaining list, next part.
cpd	compound	rCAG binder	ARFGAP1 inh	GC-A act	ADAM10 inh	HGIII-sPLA2 inh	NPR2 activator	ASAP1 GAP inh	proKLK7 act	DDE Tn6 FP inh	GAA850 FXN act
25	Cc1oc(-c2cccs2)cc1C(=O)N1CCC(C)(C(=O)NS(=O)(=O)C2CC2)C1 (stereo not drawn)	8	7	1	-53	7	1	11	-4.1	-8	2.0
26	CCC(=O)N1CC23C=CC(CC2CC12CCCCC2)O3 (stereo not drawn)	-2	3	3	2	5	6	-2	0.0	8	1.7
27	NS(=O)(=O)c1ccc(CCNC(=O)Cc2ccc(S(=O)(=O)N3CCCC3)s2)cc1	16	9	0	-2	-3	1	8	-0.6	1	-1.0
28	CC(=O)c1ccc(N=Cc2c(O)n(-c3cc(Cl)ccc3N3CCOCC3)c(=O)c3ccccc23)cc1	8	-1	2	-73	15	4	5	1.4	2	-4.8
29	CCSc1nnc(-c2ccncc2)o1	1	12	1	-2	-2	-6	-13	-0.5	9	1.7
30	Cc1occc1C(=O)N/N=C/c1sc(N2CCOCC2)nc1-c1ccccc1	-2	-10	-2	-15	2	-8	7	-0.3	3	0.6
31	O=S(=O)(NCc1cccc(C(F)(F)F)c1)NCc1ccccc1F	2	3	-2	20*	-5	5	9	0.1	-6	-0.9
32	CC(C)CNC(=O)C1Nc2ccccc2C2C=CCC12 (stereo not drawn)	21	2	-3	-12	2	-1	-5	0.0	-2	1.6
33	CC(=O)Nc1cc(C(=O)OCc2cccc([N+](=O)[O-])c2)ccc1C	-6	0	-7	-10	0	0	0	-0.1	-5	-1.1
34	CCCS(=O)(=O)Nc1c(OC)ccc2c1c(C(=O)OCC)c(C)n2C	4	-1	3	2	4	5	2	0.5	4	-0.3
35	CC(C)(C)Nc1scc(-c2ccccc2)[n+]1-c1ccccc1	-4	7	-7	42*	-35	-3	1	-0.3	-4	1.7
36	Cc1ccc(N(CC(=O)NC2CCCCC2)C(=O)c2ccc(C)s2)cc1	-5	-7	-1	-3	-2	-3	-7	0.6	5	2.6
37	COCC(C)NC(=O)C(C)N1c2cccc3cccc(c23)S1(=O)=O (stereo not drawn)	9	8	0	-116	-2	4	-9	5.4	8	2.0
38	COc1cnc(-c2ccccn2)nc1Sc1ccc(C)cc1	-3	-1	-9	4	6	-4	-8	-0.1	-3	-2.1
39	CC(C)CC(=O)N1CCN(C(=O)c2cccc(F)c2)CC1	1	6	2	2	8	3	8	-0.1	-6	-0.4
40	Cc1ccc(F)cc1NC(=O)C1CC(=O)N(CCc2ccccc2)C1 (stereo not drawn)	-4	2	2	-4	0	0	3	-0.1	-4	1.2
41	COc1ccc(S[C@]2(C(=O)N3CCOCC3)CC(=O)N(c3ccc(Cl)cc3)[C@@H]2c2ccc(OC)cc2)cc1	11	nt	-14	12	-5	-13	nt	0.3	9	nt
42	O=C(c1ccco1)N1CCN(C(=O)c2ccc(-c3ccc([N+](=O)[O-])cc3)o2)CC1	25	1	-7	-5	5	0	4	-0.3	-14	2.8
43	COc1ccc(NC(=O)C2(S(=O)(=O)c3ccc(C)cc3)CC2)cc1	-3	2	3	-12	9	1	-11	-0.3	-12	1.8
44	O=C1C(Cl)=C(NCC2CCCO2)C(=O)N1c1ccccc1 (stereo not drawn)	-2	10	3	6	-1	1	18	-0.5	3	1.1
45	CCOC(=O)n1c(SCC(N)=O)nc2ccccc21	2	8	2	2	8	4	13	-0.5	-4	-1.0
46	O=S(=O)(NN=C(c1ccccc1)c1ccccc1)c1ccccc1	7	5	-12	-13	-9	-3	-4	-0.2	-8	1.8
47	COc1ccc(CC(=O)OCC(=O)c2ccc[nH]2)cc1	4	0	6	-8	-4	7	2	-0.1	-6	-0.1
48	CCOc1cc(C(=S)N2CCOCC2)ccc1OS(=O)(=O)c1ccccc1	-3	3	2	1	7	0	6	-0.6	2	1.5
49	Cc1ccc(S(=O)(=O)N(C(=O)c2ccncc2)c2ccc(OC(=O)c3ccncc3)c3ccccc23)cc1	7	9	-29	2	-16	-9	-1	1.0	-5	3.6
50	O=C(COC(=O)c1ccc2ccccc2n1)Nc1ccccc1F	-1	-9	-2	-16	1	-5	2	-1.1	11	2.4

Single values from the results shown.
rCAG binder with no. 32 = 21
HGIII-sPLA2 inh with no. 25 = 7
ASAP1 GAP inh with no. 34 = 2
